Bioassay records deposited in PubChem by Sanford-Burnham Center for Chemical Genomics.
PfG6PD inh = PfG6PD enzyme inhibitors, primary screen, biochemical, fluorescence intensity, uHTS; actives 0.78% (n = 350,000); PfGluPho enzyme, NADPH resazurin-diaphorase fluorescence; inhibition, % at 20 µM; glucose-6-phosphate dehydrogenase-6-phosphogluconolactonase (Plasmodium falciparum 3D7);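 active = inhibition reaching at least a set limit at 20 µM in the primary screen, cut at about 59% in these data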;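 also: 0% = DMSO wells with substrate and 100% = DMSO wells lacking glucose-6-phosphate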
SENP8 block-1 = SENP8 protease inhibitors, primary screen, biochemical, luminescence | Sentrin-specific protease 8 (Homo sapiens), Q96LD8 | purified SENP8, Z-RLRGG-aminoluciferin cleavage | inhibition, % at 10 µM | actives 1.2% (n = 330,000) | AID 2540, 2010; in the data active = inhibition above about 50%
SENP1 FRET inh = human SENP1 catalytic domain inhibitors, primary screen, biochemical, FRET, uHTS; recombinant SENP1 catalytic domain, CyPet-SUMO1-YPet FRET cleavage; inhibition, % at 10 µM; AID 624204, 2012; Sentrin-specific protease 1 (Homo sapiens), Q9P0U3; actives 0.21% (n = 360,000);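 active = inhibition at least 30% at 10 µM, raw YFP signal under a set limit, fluorescence ratio 0.5 to 1.5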;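 also: 0% = enzyme with DMSO and 100% = no enzyme wells; some results filed as inactive read as strong as hits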
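Material: hSENP1 catalytic domain, recombinant; medium: Tris pH 8 with BME, BSA, NP40 and catalase; compound: single concentration of 10 µM compound, 0.5% DMSO final; technique: FRET read of cyan and yellow fluorescence; timing: 50 min enzyme reaction, room temperature, light-protected; reagent: SFCypet-SUMO1-SFYpet substrate at 25 nM; control set: no-enzyme low, enzyme-DMSO high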
SENP6 block = SENP6 protease inhibitors, primary screen, biochemical, luminescence, uHTS | AID 2599, 2010 | Sentrin-specific protease 6 (Homo sapiens), Q9GZR1 | Recombinant SENP6 catalytic domain, aminoluciferin luminescence | actives 1.8% (n = 330,000) | inhibition, % at 10 µM;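 active = inhibition above about 50% at the single tested dose, limit read from the data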;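 also: plate controls were DMSO wells with enzyme for no effect and DMSO wells lacking enzyme for full effect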
Apaf-1 inh = inhibitors of human Apaf-1 apoptosome, primary screen, biochemical, DEVD-Rh110 fluorescence, uHTS. Apoptotic protease-activating factor 1 (Homo sapiens), O14727. actives 0.71% (n = 330,000). inhibition, % at 20 µM. reconstituted apoptosome caspase-3 activity. AID 489030, 2010; active = inhibition of at least 40% at 20 µM;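 also: plate controls were DMSO wells for no effect and DEVD-CHO caspase inhibitor wells for full effect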
Target sequence (O14727 whole entry, looked up): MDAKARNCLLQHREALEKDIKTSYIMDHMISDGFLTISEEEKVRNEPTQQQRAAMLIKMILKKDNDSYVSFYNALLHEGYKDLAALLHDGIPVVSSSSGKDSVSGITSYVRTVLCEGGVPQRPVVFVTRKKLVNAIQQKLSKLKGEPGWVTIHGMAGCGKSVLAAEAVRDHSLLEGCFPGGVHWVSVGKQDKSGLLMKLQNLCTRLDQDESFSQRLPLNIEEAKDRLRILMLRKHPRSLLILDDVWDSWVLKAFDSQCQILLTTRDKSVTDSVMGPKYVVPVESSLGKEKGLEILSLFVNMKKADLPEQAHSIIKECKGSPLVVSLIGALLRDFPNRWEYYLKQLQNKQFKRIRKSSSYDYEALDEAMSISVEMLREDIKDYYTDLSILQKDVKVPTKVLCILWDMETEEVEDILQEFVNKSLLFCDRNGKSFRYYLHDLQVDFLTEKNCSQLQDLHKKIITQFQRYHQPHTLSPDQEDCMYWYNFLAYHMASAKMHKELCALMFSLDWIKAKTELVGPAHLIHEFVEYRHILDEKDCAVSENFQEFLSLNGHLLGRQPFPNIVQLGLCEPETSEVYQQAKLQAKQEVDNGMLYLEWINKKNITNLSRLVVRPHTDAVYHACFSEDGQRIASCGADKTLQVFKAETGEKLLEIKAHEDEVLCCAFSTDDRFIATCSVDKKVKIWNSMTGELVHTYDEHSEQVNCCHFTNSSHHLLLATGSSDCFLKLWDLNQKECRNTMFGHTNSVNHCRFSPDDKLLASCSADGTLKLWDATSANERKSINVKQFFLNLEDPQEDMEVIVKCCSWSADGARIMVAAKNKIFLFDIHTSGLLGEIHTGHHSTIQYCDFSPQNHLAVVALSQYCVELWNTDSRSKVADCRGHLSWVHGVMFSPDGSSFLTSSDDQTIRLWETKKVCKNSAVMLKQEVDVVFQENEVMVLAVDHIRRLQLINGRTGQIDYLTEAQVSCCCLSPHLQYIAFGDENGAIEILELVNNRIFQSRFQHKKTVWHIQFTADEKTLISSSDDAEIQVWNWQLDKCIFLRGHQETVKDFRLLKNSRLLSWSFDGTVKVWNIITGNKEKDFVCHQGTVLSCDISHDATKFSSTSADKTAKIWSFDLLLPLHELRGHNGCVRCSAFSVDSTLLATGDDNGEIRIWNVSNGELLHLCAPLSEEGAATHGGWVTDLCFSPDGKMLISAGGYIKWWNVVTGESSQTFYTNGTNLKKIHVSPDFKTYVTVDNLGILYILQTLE
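Medium: Hepes buffer, pH 7.5 / System: biochemical Apaf-1 apoptosome reconstitution / Measured by: Rh110 fluorescence, excitation 480 nm, emission 540 nm / Times: compound with Apaf-1, dATP, procaspase-3 30 min, then 50 min reaction, room temperature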
HKDC1 inh = HKDC1 hexokinase inhibitors, primary screen, biochemical, fluorescence, uHTS. actives 0.16% (n = 340,000). recombinant HKDC1, G6PDH/diaphorase resazurin coupled fluorescence. inhibition, % at 20 µM;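 active = inhibition above about 35% when tested at 20 µM, limit read from the data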;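 also: plate controls were DMSO wells with enzyme for no effect and DMSO wells lacking enzyme for full effect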
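Test system: Recombinant HKDC1 (HK5) hexokinase enzyme, produced in-house | Input: HKDC1 at 5 µg/mL | Buffer or medium: Tris pH 8.0 buffer with MgCl2, Tween-20, BSA, BME | Schedule: 90 min reaction incubation at room temperature, dark | Technique: Resazurin-to-resorufin fluorescence via G6PDH and diaphorase coupling, 525/613 nm | Controls: DMSO wells with and without enzyme mix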
SENP8 block-2 = human SENP8 protease inhibitors, primary screen, biochemical, fluorescence, Nedd8 protein substrate, uHTS; Sentrin-specific protease 8 (Homo sapiens), Q96LD8; recombinant SENP8; inhibition, % at 20 µM; actives 0.64% (n = 360,000); AID 602440, 2012; in the data active = inhibition mostly above about 40%, no sharp cut-off; inactive = mostly below about 27%
SENP7 inh = SENP7 protease inhibitors, primary screen, biochemical, luminescence, uHTS | Sentrin-specific protease 7 (Homo sapiens), Q9BQF6 | recombinant SENP7, Z-RLRGG-aminoluciferin luminescence, 40 min | inhibition, % at 5 µM | actives 1.5% (n = 330,000);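 active = inhibition above about 50% at the single test dose, limit read from the data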;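 also: plate controls were DMSO with enzyme for no effect and no enzyme buffer wells for full effect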
Starred values were filed as active, the others as inactive; . = not tested or not shown.

SMILES	PfG6PD inh	SENP8 block-1	SENP1 FRET inh	SENP6 block	Apaf-1 inh	HKDC1 inh	SENP8 block-2	SENP7 inh
Cc1nc2c(-c3ccc(F)cc3)c(C)nn2c(C)c1CCC(=O)NCc1ccco1	24	-10	3	-14	1	0	-36	10
NS(=O)(=O)c1ccc(NCC2COc3ccccc3O2)c([N+](=O)[O-])c1 (configuration not stated)	-1	-14	0	4	11	18	16	-11
COc1ccc2[nH]c(=O)c(CN(CC3CCCO3)C(=S)Nc3ccccc3)cc2c1 (configuration not stated)	1	-3	-1	3	18	-13	-198	-1
O=C(NC1CCCCC1)c1nc2c(nnn2Cc2ccccc2Cl)c(=O)[nH]1	-14	-5	3	-3	7	8	4	2
O=C(Nc1ccccc1C(=O)O)c1cc(S(=O)(=O)Nc2ccccc2)ccc1Cl	-7	9	-12	5	-13	-3	10	4
O=C(c1ccco1)c1nc2c(n1O)CCCCC2	2	0	2	-8	-7	5	28	1
CCn1nnnc1SCC(=O)Nc1nc(C)c(C)s1	-1	-7	-2	-4	-2	1	11	-2
O=C(O)/C=C/C(=O)Nc1ccccc1-c1ccccc1NC(=O)/C=C/C(=O)O	0	-4	2	-9	-16	-10	-10	-2
Cc1cc(C)c(OCC(=O)Nc2ccc(S(=O)(=O)N3CCCC3)cc2)c(C)c1	9	10	-1	6	4	4	7	-2
O=C(O)c1cc(NC(=O)c2cccc(N3C(=O)c4ccccc4C3=O)c2)cc(C(=O)O)c1	-2	-1	2	2	5	-6	3	7
CNC(=O)NC(=O)CSc1ccc(S(=O)(=O)N(C)C2CCCCC2)cn1	18	1	2	-5	1	-2	-6	-2
CCC(C)NC(=O)CSc1nc2n[nH]c(C)c2c(=N)n1-c1ccc(OC)cc1 (configuration not stated)	-14	2	1	-13	1	2	16	0
CC(=O)C1=C(O)CCCC1=NCc1nc2ccccc2[nH]1	-15	0	-1	1	-1	-3	5	-13
N=C1C(=O)OCC1c1cc(Cl)ccc1NC(=O)Nc1ccccc1 (configuration not stated)	-4	-4	2	6	14	-2	-57	13
CCNc1ccccc1C(=O)O	15	-3	1	2	-8	-3	-188	1
COc1ccc(-n2cnc3c(cnn3CCC#N)c2=N)cc1	0	1	1	-8	-3	-4	10	5
CCO[C@@H]1OC(C(=O)N2CCN(Cc3ccccc3)CC2)=C[C@H](c2ccc(C(F)(F)F)cc2)[C@H]1CCCO	-1	-1	-2	-12	35	2	18	-21
COc1ccc([C@@H]2CC(=O)c3c(O)cc(O[C@@H]4OC(CO[C@@H]5OC(C)[C@H](O)[C@H](O)C5O)[C@@H](O)[C@@H](O)C4O)cc3O2)cc1O (some centres not stated)	-17	-7	-2	-12	5	2	5	-6
Cc1cc(NC(=NC2CC2)c2ccccc2)n(-c2ccccc2)n1	-3	-11	0	-16	-13	-3	4	1
CC1CC(C)CN(CC(=O)NCCc2ccc(S(N)(=O)=O)cc2)C1 (configuration not stated)	2	-1	0	-9	-11	0	14	-11

Random excerpt: three entries already listed, in no set order.
SMILES	PfG6PD inh	SENP8 block-1	SENP1 FRET inh	SENP6 block	Apaf-1 inh	HKDC1 inh	SENP8 block-2	SENP7 inh
CC(=O)C1=C(O)CCCC1=NCc1nc2ccccc2[nH]1	-15	0	-1	1	-1	-3	5	-13
CCC(C)NC(=O)CSc1nc2n[nH]c(C)c2c(=N)n1-c1ccc(OC)cc1 (configuration not stated)	-14	2	1	-13	1	2	16	0
CC1CC(C)CN(CC(=O)NCCc2ccc(S(N)(=O)=O)cc2)C1 (configuration not stated)	2	-1	0	-9	-11	0	14	-11

Other records
SMILES	PfG6PD inh	SENP8 block-1	SENP1 FRET inh	SENP6 block	Apaf-1 inh	HKDC1 inh	SENP8 block-2	SENP7 inh
COc1ccc(CCn2c(NN)nc3c2c(=O)[nH]c(=O)n3C)cc1	103*	-2	3	-5	-32	3	-124	-1
CC(C)N(C(=O)COC(=O)c1cccc(N(C)C)c1)c1ccccc1	15	3	-1	-18	19	-4	-309	8
O=C1C2C3CCC(O3)C2C(=O)N1c1cc(OCC(F)F)cc([N+](=O)[O-])c1 (configuration not stated)	-16	-8	3	-2	2	0	5	9
O=C(CSCc1ccccc1Cl)NCCSc1ccccn1	3	0	-2	10	3	10	3	9
Cc1cc(C(F)F)n2nc(C(=O)Nc3cccnc3Cl)nc2n1	-4	-1	0	-16	-6	-6	14	0
COc1ccccc1NS(=O)(=O)c1cc(C(=O)N2CCCCCC2)ccc1C	-33	-5	2	13	2	0	8	1
COc1ccc(C(CNC(=O)Cc2ccccc2)N2CCCCC2)cc1 (configuration not stated)	6	2	-3	10	-5	-9	9	1
CCc1nnc(NC(=O)CSc2nc3c(c(=O)n2CC)SC(C)C3)s1 (configuration not stated)	-5	8	1	4	-4	-2	21	2
C=CCn1cc(Cl)c(=O)n(CC=C)c1=O	9	-7	1	-14	-8	-3	-3	-4
CN(CC(=O)Nc1cccc2c1CCCC2)S(=O)(=O)c1ccc(Cl)cc1	6	-4	2	0	14	-4	16	4
Cc1cnc(SCCc2ccncc2)nc1C	.	-1	.	7	6	.	.	6
Cc1ccc(C(C)C)c(OCc2nnc3n2CCCCC3)c1	-3	-1	1	-3	15	0	16	0
OC[C@@H](O)[C@@H](O)[C@H](O)[C@@H](O)CO	15	3	-4	-14	-15	-7	12	7
C/C=C(\C)CN1CCCC(N(C)CCc2ccc(OC)c(OC)c2)C1 (configuration not stated)	-20	13	-2	18	-2	3	11	1
O=C(N/N=C/c1ccncc1)c1cccc(S(=O)(=O)N2CCCC2)c1	-13	5	1	-3	-1	1	16	2
CCN(CC)S(=O)(=O)c1ccc2c(c1)nc(CCC(=O)Nc1ccc(N3CCOCC3)cc1)n2C	14	-1	-90	-6	3	5	-27	6
CCn1c(C)cc(/C=C2/NC(=O)N(c3ccccc3)C2=O)c1C	5	-14	-46	-4	1	7	-311	-5
Nc1c(NCc2ccccc2)c2ccccc2oc1=O	-5	-1	3	17	5	-3	-8	-7
Cc1ccc(S(=O)(=O)N2[C@@H](c3ccc(Br)cc3)C(C(=O)O)=CC[C@H]2c2cccs2)cc1	-33	-8	-5	-14	6	6	-11	-12
COc1ccccc1NC(=O)CCn1cccc1	7	6	-1	-1	8	-10	19	0
CCOC(=O)N1CCN(C(=O)COc2ccc(Cl)cc2C)CC1	5	-12	5	-4	13	-6	4	-5
Cc1cnccc1CN(C)C(=O)C1CCC(=O)N(Cc2ccccc2F)C1 (configuration not stated)	9	-3	2	0	-7	-6	4	-2
CC1(C)Cc2c(C#N)c(SCCC#N)nc(N3CCOCC3)c2CO1	15	-9	-1	6	1	0	-6	2
Cc1cc(Nc2nc3ccccc3nc2Cl)n(-c2ccc([N+](=O)[O-])cc2)n1	-3	-10	-4	-17	16	-6	17	-4
O=C(/C=C/Nc1ccc(F)c(F)c1)c1ccc(Br)cc1	8	37	-63	48	-103	-12	-157	67*
COc1cc(NC(=O)Cn2c(=O)n(CC3CCCO3)c(=O)c3cc(OC)c(OC)cc32)cc(OC)c1 (configuration not stated)	0	-4	2	-2	12	2	-139	-2
CSc1sc(C(=O)O)c2c1C(=O)CCC2	-6	3	2	-1	3	-3	5	-4
COc1ccccc1OC(C)C(=O)Nc1ccc(S(=O)(=O)N2CCN(C)CC2)cc1 (configuration not stated)	7	-6	1	-8	7	1	5	-5
CCN(CC(=O)Nc1ccc(OC)cc1)C(=O)CN1C(=O)NC(C)(c2ccc3ccccc3c2)C1=O (configuration not stated)	-3	-3	3	-2	14	-6	7	0
CCOC(=O)C1CCN(C(=O)c2cccnc2Oc2ccc(Cl)cc2)CC1	7	-10	0	-25	5	-1	7	12
Cc1ccc(NC(=O)C2CCN(C(=O)N3CCOc4ccccc43)CC2)cc1	-14	12	2	3	-4	1	11	5
O=C(C1CC1)N1CCc2cc(Br)cc(S(=O)(=O)NCc3ccccn3)c21	-12	7	-2	4	7	0	-2	-3
COc1cccc(CNS(=O)(=O)/C=C/c2ccc3c(c2)OCO3)c1	8	-13	-1	-5	8	2	-19	-5
N#CCCN(Cc1cccnc1)C(=S)NC(=O)c1ccccc1	10	5	-2	-11	-10	-8	3	9
C/C(=N/NC(=O)c1ccoc1C)c1cccc(NC(=O)C(F)(F)F)c1	-3	-5	1	-8	-5	8	3	-4
O=C(CSc1nnc(COc2ccc(Cl)cc2)o1)NC1CC2CCC1C2 (configuration not stated)	-2	-5	1	-10	11	2	8	-6
CCCN(CC(=O)Nc1ccc(F)c(F)c1F)C(=O)Cc1ccc(OC)c(S(=O)(=O)N2CCOCC2)c1	-16	.	-1	.	.	-1	16	.
O=C(Nc1ccc(N2CCOCC2)cc1)c1ccc(S(=O)(=O)N2CCCCC2)cc1	0	.	1	.	.	5	18	.
Cc1c(C(=O)OCC(=O)NCCN2C(=O)CSC2=O)oc2c1ccc1ccccc12	-9	-11	1	0	12	-3	-326	-2
CC(OC(=O)[C@H](C)NC(=O)c1ccccc1Cl)C(=O)NCc1ccc2c(c1)OCO2 (some centres not stated)	-8	-2	2	-3	7	2	12	3
COCCC(=O)N1CCC(Oc2ccc(C(=O)NCCCC3CCCC3)cc2)CC1	-11	1	1	-2	9	1	6	3
CCCCCCCCn1c(=O)c(C(=O)OCC)c(O)c2ccccc21	-14	-12	2	-9	5	-1	-8	16
CCN(CC)C(=O)c1cc(-c2ccc(Br)cc2)on1	2	-3	2	6	14	-6	6	10
CC1=Nc2ccccc2/C1=C/c1c(N)n2c(S(=O)(=O)C(C)C)nsc2nc1=O	-13	3	-120	13	11	0	-18	-1
O=C(Cn1cc(S(=O)(=O)Cc2ccccc2)c2ccccc21)Nc1ccccc1	14	0	-16	-8	18	-5	-9	3
CCOC(=O)C1=C(C)NC(=O)/C1=C\N(C)C	6	-2	5	0	-4	-7	3	3
C=CC[C@H](CC(=O)NCCO)C(=O)N[C@H](COC(=O)[C@H](CC=C)CC(=O)OC(C)(C)C)c1ccccc1	-2	0	1	21	-1	-8	14	1
CCc1ccc(/C=C2/Sc3ccccc3N(CC(=O)NCCCOC)C2=O)cc1	.	-6	.	-17	1	.	.	4
COc1ccc(Cc2nc3ccc(C(=O)N4CCCC4)cc3o2)cc1OC	3	-2	1	-7	1	-3	15	-3
CN(C)S(=O)(=O)c1cccc(NC(=S)NCCCn2ccnc2)c1	-10	-8	1	16	2	-9	12	3
COc1ccc(CSCC(=O)Nc2ccccc2SC)cc1	11	-11	2	-13	12	-10	3	1
CCOC(=O)c1cc(-c2ccc(F)cc2)n(CC(=O)Nc2nccs2)c1C	10	-1	-1	-3	18	6	18	-2
CSc1cccc(NC(=O)OC2CCCCCCCCCCC2)c1	11	-3	2	0	17	1	30	6
